Bioassay records as filed in PubChem BioAssay.
ERK EGF inh = EGF-driven ERK pathway inhibition | HEK293-V1b, EGF-stimulated phospho-ERK AlphaScreen | AID 1454 | 130,000 compounds, 0.41% hits | Potency, µM (highest dose often 11.5 µM), for inactives: at the highest dose activity change, negative = inhibition, hits mostly inhibitors; active = well fitted inhibition curve with a large enough effect; inconclusive = small, poorly fitted or top-dose-only effect, or effect the other way;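 also: plate controls were stimulated vehicle wells for no effect and unstimulated vehicle basal for full effect; nearly all actives have a fitted effect of over 55% in size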
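Stably V1b-transfected HEK293 cells; 30 min compound, then EGF 25 nM final for 5 min at 37C; 10 min lysis; phospho-ERK by AlphaScreen after 5 hr beads at room temperature.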
* hit, by the source's call; ? = inconclusive; & = joins results of further samples; [ ] = remark or other dose. Potency is read from the fitted curve at half-maximal effect.

SMILES | ERK EGF inh
Clc1ccccc1CNc1ncnc2nc[nH]c12 | 0%
CCCCCCCn1c(=O)c(C(=O)OC)c(N)c2ccccc21 | ?
S=C(NCc1ccco1)N1CCN(c2nc(-c3ccc(Cl)cc3)cs2)CC1 | ?
COc1cccc(-c2noc(-c3ccc4c(c3)OCO4)n2)c1 | 6%[57.5 µM]
Cn1cccc1CC(=O)NNC(=S)Nc1ccc(Cl)cc1 | -5%
O=C(Cc1ccccc1Cl)N1CCN(c2ccccn2)CC1 | -1%
CN(C)/C=C(\c1cnc(Cl)s1)S(=O)(=O)c1ccccc1 | -14%
CCSc1nnc2nc3[nH]c4c(C)cccc4c3nn12 | 7%
COc1ccc(C(=O)Nc2cccnc2Sc2ccc(Cl)cc2)cc1 | 10%[57.5 µM]
Cc1ccccc1C(=O)Nc1nnc(CC(=O)N/N=C/c2ccco2)s1 | -2%[57.5 µM]
O=C(/C(=C/O)N=Nc1ccccc1Cl)c1ccccc1 | -5%
CCCc1cc(=O)n2[nH]c(NCc3ccc(OC)cc3)nc2n1 | 6%
COCCn1c(C)cc(C(=O)COc2ccc(C)nc2[N+](=O)[O-])c1C | -1%
CN(/N=C/c1cccnc1)c1cnc2ccccc2n1 | -5%
N#Cc1cc2c(=O)n3ccccc3nc2n(-c2ccccc2Cl)c1=O | 0%
Cc1c(CCOC(=O)C23CC4(C)CC(C)(CC(C)(C4)C2)C3)sc[n+]1CC(=O)c1ccccc1 | 1%
COc1ccc(C)cc1S(=O)(=O)N1CCCCCC1 | -21%[57.5 µM]
Cc1cccc2cc(CN(Cc3ccccc3)C(=S)NCCCN(C)C)c(=O)[nH]c12 | -5%
O=[N+]([O-])c1ccc(N/N=C/c2ccccc2)cc1 | ?
CCCCCCN1C=CC=C/C1=C\C=C(C#N)C#N | 6%[57.5 µM]
CCN1CCN(c2ccc(NC(=O)c3ccc4c(c3)[nH]c(=O)n4Cc3ccc(F)cc3)cc2)CC1 | ?
Oc1oc(-c2ccccc2)nc1/C=N/c1nccs1 | -1%
Cc1ccc(CN2CCNC(=O)C2CC(=O)NCCCn2cccn2)o1 (centres undefined) | -3%
COc1ccc2nc(/N=C/c3c(C)[nH]n(-c4ccc(C)cc4C)c3=O)sc2c1 | 1%
CN(C)C(=O)C(CCN1CCC(O)(c2ccc(Cl)cc2)CC1)(c1ccccc1)c1ccccc1 | 7%
SMILES | ERK EGF inh
CCOC(=O)N1CCC(NC(=O)c2ccc3c(c2)N(C)CCS3)CC1 | 11%
CCCC(=O)Nc1ccc(C(=O)NNC(=S)NC(=O)c2ccc(Br)o2)cc1 | 4%
Cc1ccc(SC(C)C(=O)N2CCC(C(N)=O)CC2)cc1 (centres undefined) | 0%
Cc1cc(NC(=O)CCSc2nc(-c3ccco3)cc(C(F)(F)F)n2)n(-c2ccccc2)n1 | 3%
COc1ccccc1S(=O)(=O)n1cc(Cc2ccccc2)c(N)n1 | 5%
COc1ccc(CNC(=O)/C=C/C(=O)O)cc1 | -9%[57.5 µM]
Cc1cccc(NS(=O)(=O)c2cc(C(=O)N3CCOCC3)ccc2Cl)c1 | -10%
CC(C)c1ccc(N=C2N=C(N)c3ccccc32)cc1 | -6%[57.5 µM]
CCOC(=O)c1cnn(-c2cc(C)cc(C)c2)c1N | 0%
Cc1ccc(CN2CCN(Cc3ccc4cc(F)ccc4n3)CC2CCO)o1 (centres undefined) | 1%
CCC(=O)OCC(=O)C1(OC(=O)CC)C(C)CC2C3CCC4=CC(=O)C=CC4(C)C3(Cl)C(O)CC21C (centres undefined) | 12%
COc1ccc(C(=O)C2CCCN(Cc3cccn3-c3ccccn3)C2)c(C)c1 (centres undefined) | -2%
COc1ccc(OC)c(S(=O)(=O)N2CCC(C(=O)N3CCOCC3)CC2)c1 | 0%
CCN(CCCNC(=O)COc1cc(=O)n(CC)c2ccccc12)c1ccccc1 | -2%
O=C(NNC(=O)c1sccc1-n1cccc1)Nc1ccc(F)cc1 | 5%
CCCn1c(N)c(Sc2ccc([N+](=O)[O-])cc2)c(=O)n(CCC)c1=O | -1%
O=C(c1ccccc1Cl)N1CCc2ccccc2C1 | 2%
O=C(NC1CCCc2ccccc21)C12CC3CC(CC(O)(C3)C1)C2 (centres undefined) | 6%
O=S(=O)(Cc1ccc(Cl)cc1)C1CCCCC1O (centres undefined) | 3%[57.5 µM]
O=C(COC(=O)CC1CC2CCC1C2)Nc1c(F)cccc1F (centres undefined) | -3%
O=C1NC(=S)S/C1=C\c1coc2ccc(O)cc2c1=O | ?
C=CCOC(=O)N[C@@H](c1ccc(Br)cc1)C(C(C)=O)C(C)=O | 0%
COCC(=O)N1CCC[C@@]2(CCN(C(=O)Nc3ccc(OC)cc3)C2)C1 | -14%
Cc1ccc(C)c(NC(=O)/C(C#N)=C/c2ccc(Sc3nncn3C)c([N+](=O)[O-])c2)c1 | 2%
O=C(c1cccc(C(F)(F)F)c1)N1CCc2c([nH]c3ccccc23)C1C(F)(F)F (centres undefined) | -2%[57.5 µM]
SMILES | ERK EGF inh
Cc1ccc(S(=O)(=O)Nc2n[nH]nc2C(=O)NC2CCCCC2)cc1 | -1%
CCN(CC)c1ccc(/C=N/NC(=O)c2ccoc2C)c(O)c1 | -6%[57.5 µM]
Cc1ccc(-c2ccc(=O)[nH]n2)cc1 | -2%
Nc1ccc(O)c2c1C(=O)c1ccccc1C2=O | 29%
COc1ccc(/C(N)=N/OC(=O)CCc2ccccc2)cc1 | 1%
Cc1ccc(-c2csc(Nc3ccccc3)[n+]2CCc2ccccc2)cc1 | 6%
COc1ccc(S(=O)(=O)N2CCCCCC2)cc1NC(=O)Cc1ccccc1F | -9%[57.5 µM]
COc1ccc2cc(/C(C)=N/NC(=S)Nc3cc(S(=O)(=O)N4CCOCC4)ccc3N3CCOCC3)ccc2c1 | -1%
N#Cc1nc(Cc2ccccc2)oc1NCc1cccnc1 | 9%
CCCCNC(=O)COC(=O)c1c2c(nc3ccccc13)/C(=C/c1cccs1)CC2 | ?
C=CCn1c(O)c(N=O)c2cc(C)ccc21 | 6%
CCCN1C(=O)C2(SC(NC(C)=O)=NN2C(C)=O)c2cc(C)cc(C)c21 (centres undefined) | -6%[57.5 µM]
Cc1cc(NC(=O)Nc2ccc3c(ccn3C)c2)sn1 | 6%&-5%
Cc1c(NC(=O)C(C)OC(=O)C23CC4CC(CC(Br)(C4)C2)C3)c(=O)n(-c2ccccc2)n1C (centres undefined) | -1%
O=C(Nc1ccccc1F)c1ccccc1-c1ccccc1 | -1%
Cc1cc(C(=O)N/N=C/c2ccc(-c3cccc(Cl)c3)o2)n[nH]1 | -13%[57.5 µM]
CC(=O)c1ccc(N2CCN(C(=O)CCCn3c(=O)[nH]c4ccccc4c3=O)CC2)cc1 | 2%[57.5 µM]
O=C(CSc1n[nH]c(-c2ccccc2)n1)NCc1cccc(C(=O)O)c1 | -9%
O=C(Nc1cccc(NC(=O)c2ccc3c(c2)OCO3)c1)c1ccccc1 | -9%
O=C(CCCOc1ccc(Cl)cc1Cl)N/N=C/c1ccccc1 | 6%
Cc1ccc(C(C(=O)NC2CCCCC2)N(C(=O)Cc2c[nH]c3ccccc23)c2ccccc2C)o1 (centres undefined) | -3%
Oc1cccc2c(NC(=S)Nc3ccc(OC(F)F)cc3)cccc12 | 0%
COCc1cccc(NC(=O)CCc2ccccc2)c1 | -8%
CN(C)c1nc(=NCc2ccco2)ss1 | 2%[57.5 µM]
O=C1c2ccccc2C(O)N1CCN1CCOCC1 (centres undefined) | 15%

As a short view, some entries already given.
SMILES | ERK EGF inh
CCSc1nnc2nc3[nH]c4c(C)cccc4c3nn12 | 7%
COc1ccc(C(=O)Nc2cccnc2Sc2ccc(Cl)cc2)cc1 | 10%[57.5 µM]
Cc1ccccc1C(=O)Nc1nnc(CC(=O)N/N=C/c2ccco2)s1 | -2%[57.5 µM]
O=C(/C(=C/O)N=Nc1ccccc1Cl)c1ccccc1 | -5%
CCCc1cc(=O)n2[nH]c(NCc3ccc(OC)cc3)nc2n1 | 6%
COCCn1c(C)cc(C(=O)COc2ccc(C)nc2[N+](=O)[O-])c1C | -1%
CN(/N=C/c1cccnc1)c1cnc2ccccc2n1 | -5%
N#Cc1cc2c(=O)n3ccccc3nc2n(-c2ccccc2Cl)c1=O | 0%
Cc1c(CCOC(=O)C23CC4(C)CC(C)(CC(C)(C4)C2)C3)sc[n+]1CC(=O)c1ccccc1 | 1%
COc1ccc(C)cc1S(=O)(=O)N1CCCCCC1 | -21%[57.5 µM]
Cc1cccc2cc(CN(Cc3ccccc3)C(=S)NCCCN(C)C)c(=O)[nH]c12 | -5%
O=[N+]([O-])c1ccc(N/N=C/c2ccccc2)cc1 | ?
CCCCCCN1C=CC=C/C1=C\C=C(C#N)C#N | 6%[57.5 µM]
CCN1CCN(c2ccc(NC(=O)c3ccc4c(c3)[nH]c(=O)n4Cc3ccc(F)cc3)cc2)CC1 | ?
Oc1oc(-c2ccccc2)nc1/C=N/c1nccs1 | -1%

Other results.
SMILES | ERK EGF inh
COc1cccc(/C=N/NC(=O)c2c(C)nc3ccc(Br)cn23)c1 | -11%
CC(C)[C@H]1C=C(C(=O)O)O[C@@H](OCCCCO)C1 | -5%[57.5 µM]
O=C(Nc1ccc(C(F)(F)F)cc1)c1ccc2nc[nH]c2c1 | 1%
Cc1ccc(CS(=O)(=O)Cc2ccc(C(=O)NCc3cccs3)o2)cc1 | 4%
O=C(NNC(=O)c1ccc(F)cc1F)c1ccc2c(c1)OCO2 | -4%
COc1ccc(N2CC(C)Cn3c2nc2c3c(=O)n(Cc3ccc(C)cc3)c(=O)n2C)c(OC)c1 (centres undefined) | -5%
COCC(C)Nc1nc(C)c(C(C)=O)s1 (centres undefined) | -6%
COc1cc(/C=C/C(=O)OCC(=O)NC(=O)NCc2ccccc2)ccc1OCC#N | -42%
COC(=O)c1cc(C#N)c(OC(C)C)nc1C | -7%
C[C@@H]1CC[C@]2(O[C@@H](CCO)C[C@@H](O)[C@@H]2O)O1 | -1%[57.5 µM]
CCc1nc(N2CCN(C(C)=O)CC2)c(C#N)c2c1COC(C)(C)C2 | -2%[57.5 µM]
CN1CCN(c2ccc(NC(=O)COc3ccccc3[N+](=O)[O-])cc2)CC1 | -6%
C(=N/Nc1nccs1)/c1cccnc1 | -6%
CC1CCCN(CCCCOc2cccc(Br)c2)C1 (centres undefined) | 6%
Cc1cccc(NS(=O)(=O)c2cc(OCC(N)=O)c(C)cc2Cl)c1 | 0%
O=C(Nc1cc(=O)[nH]c2nc(-c3ccccc3)nn12)c1ccc(Cl)cc1 | -8%[57.5 µM]
CC1CCC(NC(=O)C2CCC(CNc3c(N4CCCCC4)c(=O)c3=O)CC2)CC1 (centres undefined) | -8%[57.5 µM]
CCOc1ccc(NC(=O)Nc2cc(-c3ccccc3)sc2C(=O)OC)cc1 | 2%
CC[N+]1(CC(O)COC2CC(C)CC(C)(C)C2)CCOCC1 (centres undefined) | -8%[57.5 µM]
Cc1ccsc1/C=N/n1cnnc1 | 3%[57.5 µM]
CCN(c1ccccc1)S(=O)(=O)c1ccc(Cl)c(NC(=O)CSc2nncn2C)c1 | 2%
CCCn1c(N)c(C(=O)NS(=O)(=O)c2ccc(C)cc2)c(=O)n(C)c1=O | -4%
CC12CCC(C(=O)N(c3cccc(Cl)c3)C1=O)C2(C)C (centres undefined) | -2%
COc1ccccc1N(Cc1ccccc1)S(=O)(=O)c1cc(C(=O)O)ccc1Cl | 9%
Cc1ccccc1NC(=S)N1CCN(C(=O)c2ccco2)CC1 | 4%
SMILES | ERK EGF inh
O=C(c1ccccc1)c1nccn1-c1ccc(Cl)nn1 | 3%[57.5 µM]
O=C(COc1ccccc1)Nc1nnc(C23CC4CC(CC(C4)C2)C3)s1 | ?
CCCCCCCCCCC(=O)NNC(=O)c1c(O)c2ccccc2n(CC)c1=O | -2%
C/C(=N/NC(=O)CNC(=O)c1ccccn1)c1cccc([N+](=O)[O-])c1 | 1%
CCOC(=O)C(C)Sc1nnc(NC(=O)c2ccc3c(c2)OCO3)s1 (centres undefined) | ?
CC(C)CNC(=O)c1cccc(NC(=O)CSc2ccc(Cl)cc2)c1 | 6%
COc1cnc(-c2ccccn2)nc1N(C)C | -2%
C=CCN(C(=O)CSc1nc2c(sc3ccccc32)c(=O)n1CCN(CC)CC)c1ccccc1 | ?
Clc1cccc2c1CCN(Cc1nc(-c3cnccn3)no1)C2 | 2%
O=C1c2cccc(OCc3ccc(F)cc3)c2CCN1Cc1ccccc1 | 5%
COc1ccc(-c2cc(=O)c3c(O)cc(O)c(-c4cc(-c5cc(=O)c6c(O)cc(O)cc6o5)ccc4OC)c3o2)cc1 | 19%
Cc1cc(C)nc(S/C=C/C(=O)c2ccccc2F)n1 | 28µM*
C=CCn1c(C)nnc1SCC(=O)N1CCN(S(=O)(=O)c2ccccc2)CC1 | 27%[57.5 µM]
COc1ccc(-c2cc(C(F)(F)F)n3ncc(C(=O)N(C)Cc4ccccc4)c3n2)cc1 | -4%
CC(C)(C)NC(=O)CN(CCc1ccccc1)C(=O)c1csnn1 | -2%
CNC(=O)c1ccsc1NC(=O)c1ccc2c(c1)CCCC2 | 4%
Cc1ccc(NC(=O)CN(C)C(=O)COc2cc(F)ccc2[N+](=O)[O-])cc1 | 2%[57.5 µM]
CCCNC(=O)N1CCN(S(C)(=O)=O)CC1 | -6%
O=C1Nc2ccccc2N2CCCC12 (centres undefined) | 13%
CCN(CC)c1ccc(/C=N/NC(=O)c2ccco2)c(O)c1 | -8%[57.5 µM]
O=C(N/N=C/c1cc(Br)c(O)c(Br)c1)c1cccc(C(F)(F)F)c1 | 10%
COc1ccc(-c2ocnc2C(=O)N2CCN(Cc3cccnc3)CC2)cc1 | -15%[57.5 µM]
CCc1ccc(C(=O)NC(CCSC)C(=O)O)cc1 (centres undefined) | -9%
CSc1nc(N)nc(SCCS(=O)(=O)c2ccc(Cl)cc2)c1C#N | -1%
CC(=O)NC(NC(=S)Nc1ccc(C)cc1C)C(Cl)(Cl)Cl (centres undefined) | 4%[57.5 µM]

Some of the entries so far, with each value named:
O=C(c1ccccc1Cl)N1CCc2ccccc2C1
- ERK EGF inh: 2%
O=C(NC1CCCc2ccccc21)C12CC3CC(CC(O)(C3)C1)C2 (centres undefined)
- ERK EGF inh: 6%

The list is partial; count on the stated rates, not on these rows.
